Source: PubChem BioAssay
SKN-1 inh: suppressors of acrylamide-induced Pgst-4::GFP reporter in worms, primary screen, SKN-1 inhibitor project, whole organism, uHTS, GFP/RFP fluorescence ratio, strain VP596; C. elegans VP596 Pgst-4::GFP/RFP ratio, 24 h; inhibition, % at 21.8 µM; 360,000 compounds, 0.49% hits;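 active means interference check ratio from 0.5 to 1.5 plus GFP to RFP signal ratio inhibition reaching or exceeding a fixed threshold, cut at about 30% in these data, passing the limit was not always enough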; further: some compounds called inactive have numbers as strong as hits
MsrA inhibitor: bovine MsrA enzyme inhibitors, primary screen, biochemical, absorbance, HTS | Methionine sulfoxide reductase A (Bos taurus) | purified bovine MsrA, absorbance read-out | inhibition, % at 15.5 µM | 360,000 compounds, 0.75% hits | AID 651718, 2012; in the data active means inhibition above about 4.5%;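 further: 0% = vehicle wells with enzyme and 100% = reference inhibitor wells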
E coli Lon inh: inhibitors of E. coli Lon protease, primary screen, biochemical, fluorescence polarization. inhibition, % at 7.94 µM. 360,000 compounds, 0.42% hits. AID 602123, 2011. P0A9M0. purified E. coli Lon protease; in the data active means inhibition above about 13%, passing the limit was not always enough;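 further: 0% = enzyme with probe and DMSO and 100% = no enzyme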
NRP1-CendR mod: modulators of CendR peptide binding to NRP-1, primary screen, biochemical, fluorescence polarization, uHTS. Neuropilin-1 (Homo sapiens), O14786. inhibition, % at 25 µM. 360,000 compounds, 0.85% hits. AID 602438, 2012. FAM-RPARPAR peptide binding to NRP-1;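 active means inhibition or corrected inhibition above about 18%, plus a signal ratio from 0.5 to 1.5, limit read from the data, passing the limit was not always enough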; further: strong numbers were not always called active
FAS TE block: FAS thioesterase domain inhibitors, primary screen, biochemical, fluorescence intensity, uHTS | recombinant FAS-TE, OMFH fluorogenic substrate, fluorescence endpoint | inhibition, % at 15 µM | 360,000 compounds, 0.67% hits;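 active means compounds whose normalised, plate-corrected inhibition of enzyme fluorescence in the single-dose primary screen is 50% or more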;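 further: 0% = DMSO with enzyme and 100% = substrate without enzyme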
bovine MsrA act: bovine MsrA enzyme activators, primary screen, biochemical, absorbance, HTS; Methionine sulfoxide reductase A (Bos taurus); purified bovine MsrA, absorbance read-out; activation, % at 10.6 µM; 360,000 compounds, 0.3% hits; AID 602163, 2012; in the data active means activation above about 7.5%;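 further: 0% = vehicle and 100% = reference activator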
MT1-MMP act inh: blockers of MT1-MMP proenzyme processing, primary screen, HT1080 RFP-PRO-GFP cells, GFP/RFP fluorescence | GFP/RFP ratio fluorescence, overnight; percent of plate control window, DMSO zero | 360,000 compounds, 0.061% hits | GFP/RFP ratio change, % at 20 µM | Matrix metalloproteinase-14 (Homo sapiens), P50281;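 active means GFP/RFP ratio change of at least 30% with cell ATP level not reduced by more than half and red fluorescence within 50% of control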; further: strong numbers were not always called active
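Assay system: HT1080 RFP-PRO-GFP cells. Benchmarks: DMSO vehicle wells and RFP-L50D-GFP reporter cell wells. Times: overnight cell settling, then overnight compound exposure, 37 °C, 5% CO2. Compound: 20 µM single dose, 1% DMSO. Read-out basis: GFP/RFP fluorescence ratio.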
Rin1 Abl inh: inhibitors of Rin1-Abl protein binding, primary screen, biochemical, TR-FRET; Tyrosine-protein kinase ABL1 (Homo sapiens) + Ras and Rab interactor 1 (Homo sapiens), …; inhibition, % at 7.35 µM; 360,000 compounds, 0.4% hits; AID 588664, 2011; in the data active means inhibition above about 5%, passing the limit was not always enough
Neddylation inh: inhibitors of cullin neddylation, primary screen, biochemical, TR-FRET, uHTS, NAE and Ubc12; calls only at 25 µM; AID 651699, 2012; NEDD8-conjugating enzyme Ubc12 (Homo sapiens) + NEDD8-activating enzyme E1 regulatory …; 360,000 compounds, 0.58% hits; in the data active means inhibition above about 36%
Target sequence (P61081 whole entry, looked up): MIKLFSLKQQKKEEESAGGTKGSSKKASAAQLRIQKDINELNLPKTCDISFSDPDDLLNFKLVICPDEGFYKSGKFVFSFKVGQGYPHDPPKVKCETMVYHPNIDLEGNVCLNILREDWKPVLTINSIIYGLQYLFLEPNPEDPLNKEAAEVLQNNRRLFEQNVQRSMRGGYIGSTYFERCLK
Target sequence (Q13564 whole entry, looked up): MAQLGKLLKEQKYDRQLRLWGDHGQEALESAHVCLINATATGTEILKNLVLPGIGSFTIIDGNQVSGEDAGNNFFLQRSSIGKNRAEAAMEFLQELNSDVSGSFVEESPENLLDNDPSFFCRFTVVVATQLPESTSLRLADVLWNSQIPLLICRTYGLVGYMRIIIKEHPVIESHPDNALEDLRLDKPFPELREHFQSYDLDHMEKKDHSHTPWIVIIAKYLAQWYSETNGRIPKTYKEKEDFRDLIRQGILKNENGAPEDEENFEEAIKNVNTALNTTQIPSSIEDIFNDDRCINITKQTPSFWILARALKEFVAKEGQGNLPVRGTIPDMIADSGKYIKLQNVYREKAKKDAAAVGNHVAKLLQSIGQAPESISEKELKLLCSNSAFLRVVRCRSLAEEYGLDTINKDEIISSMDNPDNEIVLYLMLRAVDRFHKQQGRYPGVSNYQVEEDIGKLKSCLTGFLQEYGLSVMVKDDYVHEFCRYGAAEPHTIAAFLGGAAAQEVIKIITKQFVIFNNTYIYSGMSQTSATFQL
An asterisk follows results filed as active; i = inactive; / = not tested or not shown.

SMILES | SKN-1 inh | MsrA inhibitor | E coli Lon inh | NRP1-CendR mod | FAS TE block | bovine MsrA act | MT1-MMP act inh | Rin1 Abl inh | Neddylation inh
CCc1c(C)nc(SCC(=O)N2CCN(c3ccccc3OC)CC2)[nH]c1=O | 13 | -0.1 | 1 | -1 | -5 | -4 | 2 | -5 | i
Cc1ccc(-n2c(=O)c(C#N)cc3c(=O)n4cccc(C)c4nc32)cc1 | -1 | -0.1 | 1 | -6 | 4 | -2 | 3 | -5 | /
O=C(COc1nsnc1N1CCOCC1)Nc1ccc(Br)cc1 | -9 | -0.8 | -13 | -4 | 6 | -4 | 1 | 0 | i
O=C(NC(=S)Nc1cc(-c2nc3ccccc3[nH]2)ccc1Cl)c1ccc2c(c1)OCO2 | 16 | 1.3 | -17 | -8 | 0 | 1 | -1 | -2 | i
COc1cc(C(=O)Nc2ccc3c(c2)C(=O)N(CCC(=O)O)C3=O)cc(OC)c1OC | 4 | 1.8 | -3 | -7 | -7 | 0 | 5 | 1 | i
C/C(CC(C)C)=N\NC(=O)Nc1ccccc1 | 16 | -0.5 | 5 | 0 | -14 | -1 | 0 | -1 | i
COc1ccc(/C=N/n2cnnc2SCc2ccccc2)cc1 | -18 | 0.7 | 4 | 11 | -5 | -2 | 0 | -1 | i
O=c1[nH]c(CSc2nnc(COc3ccccc3)n2-c2ccccc2)nc2ccccc12 | 14 | / | -3 | -14 | -4 | -2 | -8 | 3 | i
COc1ccc(N2CCN(C(=O)c3ccc(COc4ccc([N+](=O)[O-])cc4)o3)CC2)cc1 | 4 | 0.5 | 2 | 12 | 27 | -3 | -3 | -2 | i
COc1ccccc1NC(=O)Nc1nc(CC(=O)Nc2ccccc2F)cs1 | 18 | -0.8 | 11 | -18 | 9 | -2 | 13 | 2 | i
Brc1cccc(CNCc2cccs2)c1 | -2 | -0.5 | -8 | -5 | -5 | -5 | 3 | -1 | i
Cc1ccc(S(=O)(=O)N2CCOCC2)cc1C(=O)OCC(=O)NCCc1ccc(F)cc1 | -7 | 0.7 | 3 | 8 | 1 | -7 | 2 | 0 | i
CCOC(=O)CN(C(=O)CSc1nnc(-c2ccncc2)n1CCCOC)c1ccccc1 | -23 | 0.6 | -4 | -12 | -3 | -7 | -3 | -2 | i
Cc1ccc(C(=O)N2CCN(S(=O)(=O)c3ccc(Br)cc3)CC2)o1 | -2 | -0.3 | 11 | -6 | -4 | -8 | 1 | -2 | i
COc1ccc(/C=C/C(=O)NNc2cc(=O)n(C)c(=O)n2C)cc1OC | 7 | 3.5 | 7 | -7 | -5 | -4 | 5 | -3 | i
COc1ccc([C@H]2C[C@H](n3cc(COC(=O)c4ccccc4)nn3)[C@@H](O)CN2CC2CCCCC2)cc1 | -5 | 0.8 | -2 | -11 | 8 | -1 | 1 | -1 | i
CCn1nnc(NC(=O)c2ccco2)n1 | 0 | -0.7 | -8 | 5 | -5 | -3 | 0 | 1 | i
CC(=O)c1c(C)n(CC(=O)NCc2ccco2)c2ccccc12 | -4 | 1.0 | 1 | -1 | -2 | -2 | -1 | 2 | i
Cc1ccc(SC(C)C(=O)NCc2cccnc2)cc1 (centres undefined) | -18 | -0.1 | -11 | -2 | -4 | -1 | 1 | 2 | i
CCCCn1c(N)c(N(CC)C(=O)c2cc(C)cc(C)c2)c(=O)[nH]c1=O | -3 | 1.6 | -4 | 4 | -1 | -4 | -4 | -1 | i
COc1ccc(C(=O)N(C)Cc2ccc(C)o2)cc1OC1CCN(C(C)=O)CC1 | -11 | 0.9 | -20 | 0 | -5 | -7 | 1 | 0 | i
Clc1ccc(Nc2c3c(nc4ncnn24)CCC3)cc1 | -11 | 1.2 | 2 | 2 | -1 | -4 | 2 | 1 | i
CCCCCCCCN1C(=O)[C@H](CC(=O)N2CCN(C(=O)OCC)CC2)C[C@@]2(C(=O)OC)CC(C)(C)CC=C12 | -4 | 1.9 | / | -7 | / | / | -4 | / | i
CCCCN=C(C)C1=C(O)CSC1=O | -19 | 0.8 | -8 | -5 | -3 | -6 | 2 | 5 | i
Cc1cc(C)cc(-c2nc(-c3ccncc3)no2)c1 | 3 | 0.4 | -7 | 1 | 10 | 2 | 2 | -4 | i
CN(Cc1ccccc1Cl)C(=O)C1CCC(=O)N(CCc2cccc(F)c2)C1 (centres undefined) | -1 | 0.4 | 5 | 10 | 3 | -4 | -1 | 3 | i
CN(C)c1nnnn1Cc1ccc(Cl)cc1Cl | -3 | -0.9 | -6 | -13 | -5 | -10 | 1 | -2 | i
S=C1NCN(Cc2ccco2)CN1c1cccc2ccccc12 | 11 | 0.2 | -3 | 2 | -5 | -1 | -2 | -1 | i
C=CCn1c(NC(C)c2cc(Cl)ccc2O)nc2ccccc21 (centres undefined) | 14 | -0.2 | -4 | 1 | 9 | -2 | -1 | -2 | i
CCOC(=O)/C(=N\Nc1ccccc1Cl)N1CCN(c2ccccc2OC)CC1 | 11 | 0.5 | 4 | 7 | 28 | 0 | -9 | -2 | i
CCCOc1c(OC)cc(Cl)cc1C1NC(=O)NC(C)=C1C(=O)NCc1ccccc1 (centres undefined) | 11 | 0.4 | -11 | -14 | -4 | 0 | -3 | 3 | i
COc1ccc(NC(=O)C2c3ccccc3OCC(=O)N2CC(F)(F)F)cc1 (centres undefined) | -2 | 0.7 | -10 | -21 | -7 | -11 | / | / | i
CCCCC1Cc2[nH]c(=S)[nH]c(=O)c2C(c2ccc(F)cc2)O1 (centres undefined) | 1 | 0.4 | 4 | -2 | -4 | 1 | 1 | 4 | i
COc1ccc(N=Nc2c(C)n[nH]c2C)cc1 | 16 | 3.1 | -1 | 14 | -1 | -4 | -1 | -3 | i
C=CSc1sc(Cl)c(N(C)C)c1[N+](=O)[O-] | 11 | 0.4 | -1 | 14 | -2 | 1 | -4 | 4 | i
CCCCC(=O)Nc1cccc(C(=O)N/N=C/c2ccc(OC)cc2OC)c1 | -1 | 1.5 | -4 | -2 | -10 | 2 | 1 | 0 | i
Cn1c(=O)c2c(ncn2CC(=O)N/N=C/C=C/c2ccco2)n(C)c1=O | 7 | 3.4 | -5 | -18 | -6 | -9 | -2 | -2 | i
O=C(Cc1cccs1)NCCn1ccc2ccccc21 | 4 | 0.4 | 19* | -10 | -4 | -6 | 8 | -3 | i
F[B-](F)(F)c1cc2ccccc2s1 | -6 | -0.5 | 31* | 1 | -11 | -2 | 0 | -1 | i
CCOC(=O)N1CCN(C(=O)c2cccc(-n3c(=S)[nH]c4cc(Cl)ccc4c3=O)c2)CC1 | 1 | 0.0 | 0 | -5 | -8 | 2 | 4 | 1 | i
Cc1cccc(OCC(=O)NNC(=O)Cn2c(=O)cnc3ccccc32)c1 | -3 | 1.5 | -4 | -2 | -5 | -1 | 3 | 3 | i
CS(=O)(=O)Nc1ccc(C(=O)NCc2ccco2)cc1 | 4 | 0.1 | 8 | -3 | -10 | -2 | -3 | -4 | i
COc1ccccc1OCCn1cc(/C=N/NC(=O)c2ccncc2)c2ccccc21 | -4 | 0.6 | -10 | 6 | 1 | -4 | 0 | -2 | i
O=C(COC(=O)c1ccc(Cl)c(S(=O)(=O)N2CCCC2)c1)NC1CCCC1 | -6 | 0.0 | 3 | 10 | -5 | 3 | 3 | 2 | i
O=C1NC(c2cccc3ccccc23)Nc2ccccc21 (centres undefined) | 0 | 0.0 | -11 | 14 | -4 | -5 | 17 | -1 | /
O=C(C1CC1)N1CCc2cc(Br)c(S(=O)(=O)N3CCCCCC3)cc21 | 8 | -1.4 | 8 | 9 | 37 | -2 | 0 | -4 | i
CCSc1nnc(NC(=O)c2ccco2)s1 | -7 | 2.2 | -17 | 0 | -10 | -9 | 0 | 3 | i
CCOC(=O)C1(Cc2cccc(OC)c2)CCCN(Cc2c(C)nn(C(C)C)c2C)C1 (centres undefined) | -14 | 1.0 | -5 | -2 | -3 | -6 | -3 | 0 | i
C1CCC2=NCCCN2CC1 | -6 | -0.1 | 3 | -11 | -3 | -2 | -1 | -4 | i
O=C(c1ccco1)N1CCN(Cc2cc(=O)c(OCc3cccc(Cl)c3)co2)CC1 | 4 | -0.7 | -1 | 7 | -5 | 0 | 3 | 2 | i
COc1ccccc1CNC(=O)[C@H](C)NC(=O)C1CCN(C(=O)[C@@H](N)CCSC)CC1 | 10 | 0.3 | -3 | 11 | -5 | -6 | -1 | -3 | i
COC(=O)c1ccccc1NC(=O)/C=C/c1ccco1 | 0 | 2.2 | -19 | -6 | 9 | -6 | -8 | 5 | i
C=CCOC(=O)C1=C[C@H](c2ccc(Br)cc2)C[C@H](OCc2ccc(CO)cc2)O1 | -6 | 1.1 | -6 | -4 | 16 | -9 | 1 | 4 | i
O=S1(=O)CCC(n2nccc2-c2ccccc2)C1 (centres undefined) | 9 | -0.8 | -7 | 12 | -2 | 2 | 2 | -3 | i
Cc1cccc(C(=O)Nc2nnc(S(=O)(=O)N(C)Cc3ccco3)s2)c1 | 6 | 3.0 | 1 | -25 | 0 | -5 | 0 | 2 | i
Cc1onc(-c2ccccc2Cl)c1C(=O)N1CCN(c2cccc(Cl)c2)CC1 | -5 | 0.4 | -1 | -2 | 25 | 0 | 1 | 0 | i
O=C(CCCCl)NC(=S)Nc1ccc(CN2CCOCC2)cc1 | 20 | -0.8 | -8 | 5 | -4 | -4 | -3 | 4 | i
CC(C)(C)c1nnc(NC(=O)c2cccnc2Cl)s1 | 4 | 1.0 | -5 | 4 | -4 | -3 | -3 | 1 | i
N#Cc1ccsc1NC(=O)COC(=O)c1ccc2ccccc2c1 | 11 | 0.9 | -47 | -39 | -4 | -3 | -8 | -5 | i
N/C(=N\OC(=O)c1ccc(Cl)cc1[N+](=O)[O-])c1cccnc1 | 3 | -1.2 | -3 | 1 | -3 | -3 | 1 | -1 | i

Among those listed so far, these contain two or more sulfur atoms.
SMILES | SKN-1 inh | MsrA inhibitor | E coli Lon inh | NRP1-CendR mod | FAS TE block | bovine MsrA act | MT1-MMP act inh | Rin1 Abl inh | Neddylation inh
C=CSc1sc(Cl)c(N(C)C)c1[N+](=O)[O-] | 11 | 0.4 | -1 | 14 | -2 | 1 | -4 | 4 | i
CCSc1nnc(NC(=O)c2ccco2)s1 | -7 | 2.2 | -17 | 0 | -10 | -9 | 0 | 3 | i
Cc1cccc(C(=O)Nc2nnc(S(=O)(=O)N(C)Cc3ccco3)s2)c1 | 6 | 3.0 | 1 | -25 | 0 | -5 | 0 | 2 | i

Other compounds follow:
SMILES | SKN-1 inh | MsrA inhibitor | E coli Lon inh | NRP1-CendR mod | FAS TE block | bovine MsrA act | MT1-MMP act inh | Rin1 Abl inh | Neddylation inh
Cc1ccc2c(N)c(C)ccc2c1 | 12 | 0.4 | 1 | -14 | -4 | -4 | -6 | 0 | /
O=C1Nc2cc(Cl)c(Cl)cc2N(O)N1c1ccccc1Cl | 6 | 0.6 | -5 | -3 | -3 | -1 | 2 | 2 | i
CC(O)(c1cccs1)C(C(=O)O)c1ccccc1 (centres undefined) | 7 | -0.3 | -1 | 3 | 8 | -3 | 0 | -1 | i
COc1cc(CNC(=O)Nc2nc(C(N)Cc3ccc(Cl)cc3)cs2)cc(OC)c1OC (centres undefined) | -5 | -0.1 | 15 | 3 | -2 | -2 | 0 | 4 | i
